Assay outcomes: PubChem BioAssay, National Center for Advancing Translational Sciences (NCATS)
FBPA coupling cs – counter-screen for Giardia aldolase inhibitors: coupling enzyme system | coupling enzyme system counterscreen, AmpLite Red fluorescence | activity change, negative = inhibition, % at 58.2 µM, hits read low | actives 0.67% (n = 290,000) | AID 2472; in the data active = activity change below about -30%; also: % is scaled to controls: 0 for no effect and ±100 for the full control effect
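First, compound is pin-transferred into glyceraldehyde-3-phosphate coupling-enzyme reagent at 57.5 uM final and held 10 min at RT. Next, substrate, coupling system and AmpLite Red are added. After 20 min RT, fluorescence (525/598 nm) is read.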
MBNL1-CUG inh – inhibitors of human MBNL1 binding to CUG repeat RNA; Q9NR56; TR-FRET MBNL1-His/biotin-(CUG)12 binding, 665/545 ratio; Potency, µM (top dose mostly 57.5 µM), without a hit: at the highest dose activity change, negative = inhibition, hits mostly inhibitors; actives 0.036% (n = 280,000); AID 2675; active = well fitted inhibition curve with a large enough effect in the signal ratio, with a control signal flat, not every such curve was filed as active; inconclusive = small, poorly fitted or top-dose-only effect, or effect the other way, or a change in a side signal; inactive = no such curve, though single readings can be large or run the other way; the % refers to the signal ratio; also: potency is read from the fitted curve at half-maximal effect; % is scaled to controls: 0 for no effect and ±100 for the full control effect
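TR-FRET readout: Ex 340 nm, 665/545 nm emission ratio, normalized to buffer-only (basal) and MBNL1-(CUG)12 controls. Complex of MBNL1-His with Biotin-(CUG)12, compounds 92 nM–58 uM, incubated 60 min at room temperature.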
S-ASM inh – human S-ASM enzyme inhibition; P17405; placental ASM, HMU-PC fluorogenic substrate, 60 min; Potency, µM (highest dose often 57.5 µM), for inactives: at the highest dose activity change, negative = inhibition, most hits filed as inhibitors; actives 0.006% (n = 340,000); also: potency is read from the fitted curve at half-maximal effect
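Fluorescence read-out (Ex 386 nm, Em 447 nm) after stopping the reaction at pH 10. Enzyme: ASM from human placenta; substrate HMU-PC0, 9 uM final; 60 min, 37 °C. Compound preincubation 10 min, ambient temperature.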
MLL CXXC-DNA inh – inhibitors of human MLL CXXC domain-DNA interaction | AID 2662 | Potency, µM (series often up to 115 µM), without a hit: at the highest dose activity change, negative = inhibition, most hits filed as inhibitors | MLL-CXXC / FITC-HOXA9 DNA fluorescence polarization | actives 0.037% (n = 290,000) | Q03164; active = well fitted inhibition curve with a large enough effect in the polarisation, with a control signal flat, not every such curve was filed as active; inconclusive = small, poorly fitted or top-dose-only effect, or effect the other way, or a change in a side signal; inactive = no such curve, though single readings can be large or run the other way; the % refers to the polarisation; also: potency is read from the fitted curve at half-maximal effect
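Fluorescence polarization: 7 uM MLL-CXXC (stock) preincubated 5 min with compounds, then 50 nM fluorescein-HOX-A9 DNA (stock) added; 30 min ambient. Buffer 50 mM Tris-HCl pH 7.5, 50 mM NaCl, 1 mM DTT, 0.05% BSA.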
GALK inhibitor – blocks human galactokinase activity | Purified GALK, Kinase-Glo residual ATP luminescence | Potency, µM (series often up to 57.5 µM), for inactives: top-dose activity change, negative = inhibition, most hits filed as inhibitors | actives 0.007% (n = 270,000) | AID 1868; also: potency is read from the fitted curve at half-maximal effect; % is scaled to controls: 0 for no effect and ±100 for the full control effect
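Compounds were pin-transferred into ATP buffer (35 uM final), then GALK plus galactose (5 nM, 100 uM final) was added. After 1 h at room temperature, Kinase-Glo Plus was added and luminescence read after 10 min.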
KCNH2 WT inh – blocks the wildtype human KCNH2 potassium channel; U2OS, BacMam KCNH2, thallium flux FluxOr; active compounds read low; activity change, % at 1.84 µM; AID 720551; actives 0.37% (n = 340,000);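 active = maximum activity change below -70%; inconclusive = maximum activity change between -70% and -50%; inactive = maximum activity change above -50%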; also: % is scaled to controls: 0 for no effect and ±100 for the full control effect
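U2OS cells transduced with wild-type KCNH2 virus are loaded with FluxOr dye for 45 min, and thallium flux is measured in kinetic reads before and after stimulation buffer. Rate constants are normalized to DMSO controls.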
A-T KAP1 phos – potential ataxia-telangiectasia treatment | […] A-T fibroblasts, KAP-1 phosphorylation AlphaLISA; neocarzinostatin DNA damage 30 min before lysis | Potency, µM (highest dose often 57.5 µM), for the others: top-dose activation, usual class: activators | actives 0.19% (n = 320,000) | AID 485349; also: potency is read from the fitted curve at half-maximal effect; % of control where 0% means no effect; nearly all actives have a fitted effect of over 45% in size
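hTERT-immortalized A-T patient fibroblasts ([…]), 500 cells/well in OPTI-MEM, 1% FBS, got compounds for 60 min, then NCS for 30 min at 37C. Lysates were then assayed for phospho-KAP-1 by AlphaLISA (anti-pKAP1 donor, anti-KAP1 acceptor beads), 6 hr at 25C.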
TRPV1 ag – activates the human vanilloid receptor TRPV1. Q8NER1. TRPV1-expressing cells, Fluo-8 calcium influx, agonist mode. actives 0.19% (n = 320,000). activation, % at 8.33 µM. AID 540275; in the data active = activation above about 80%; inconclusive = between about 30% and that limit; also: 0% is about no effect
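Fluo-8 calcium influx in TRPV1-expressing cells, kinetic read (ex 480/em 520 nm). Compound added and read 3 min for agonist activity, followed by capsaicin at EC20 final and 2 min further read for enhancement.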
KCNH2 3.1 inh – inhibitors of human KCNH2 3.1 potassium channel isoform | U2OS KCNH2 3.1, thallium flux FluxOr; active compounds read low | activity change, % (tested at about 1.8 µM) | actives 0.95% (n = 340,000);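 active = maximum activity change below -70%; inconclusive = maximum activity change from -70% to -50%; inactive = maximum activity change above -50%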;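 also: thallium influx rate constant from kinetic fluorescence after stimulation buffer; % is scaled to controls: 0 for no effect and ±100 for the full control effect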
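Virally transduced U2OS (3.1 isoform, 4 h infection in dark at RT) → overnight 37 C → FluxOr + Red40 in HBSS/HEPES, 45 min → stimulation buffer, 2 min kinetic read → rate constant vs DMSO controls.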
a7 integrin act – activates integrin-mediated alleviation for muscular dystrophy; actives 0.064% (n = 350,000); alpha7betagal myoblasts, beta-gal FDG fluorescence, 48 h; AID 624291; Potency, µM (doses to about 38.3 µM), for inactives: top-dose activation, actives largely listed as activators;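 also: potency is read from the fitted curve at half-maximal effect; 100% = response of the positive control SU9516; nearly all actives have a fitted effect of over 60% in size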
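Alpha7betagal+/- myoblasts (passage 13) were plated 16-24 hr, then exposed to compounds (1:260 dilution of DMSO stock) for 48 hours at 37C. After MPER lysis, β-galactosidase reporter activity was read as FDG fluorescence (ex 480/em 540) after 30 minutes.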
Starred values were filed as active, the others as inactive; ? = inconclusive; . = not tested or not shown; [ ] = remark or other dose. Unless noted, calls follow the shape of the dose curve; as a rule, active = well fitted curve in the direction sought with a large enough effect; inconclusive = small, poorly fitted or top-dose-only effect, or another doubt; inactive = no such curve, though single readings can be large; an effect the other way counts as inactive or inconclusive.

SMILES	FBPA coupling cs	MBNL1-CUG inh	S-ASM inh	MLL CXXC-DNA inh	GALK inhibitor	KCNH2 WT inh	A-T KAP1 phos	TRPV1 ag	KCNH2 3.1 inh	a7 integrin act
Cc1cc(C)cc(NC(=S)/C(=C(\[O-])c2ccc(Cl)cc2Cl)[n+]2ccc(C(C)(C)C)cc2)c1	-1	6%	1%	8%	1%	-3	-4%	1	1	-6%
CCN(CC(=O)NC(=O)NC1CCCCC1)Cc1ccccc1	.	.	4%	.	.	0	-2%	1	5	13%
CC1=CC(C)C2C(=O)N(O)C(=O)C2C1 (configuration not stated)	1	-1%	1%	-1%	0%	-1	-2%	-3	-7	7%
Cc1ccc(CSc2[nH]c(=O)ncc2C)cc1	0	-9%	0%	20%	8%	-14	3%	-2	-8	2%
CN(c1nc2c(c(=O)n(C)c(=O)n2C)n1CC(=O)c1ccccc1)C1CCCCC1	-4	-7%	-11%	-8%	-2%	0	-3%	14	-7	-9%
COc1cc2nc(CN3CCN(c4ncc(C(F)(F)F)cc4Cl)CC3)[nH]c(=O)c2cc1OC	-1	-3%	.	7%	2%	.	33%	-2	.	.
O=C(Nc1ccccc1C(=O)Nc1nncs1)c1ccccc1	1	4%	1%	2%	4%	-10	-3%	0	7	7%
CN(C)CCCn1c(-c2ccccc2)nc(=S)c2c1CCCC2	0	2%	4%	-1%	-1%	-10	-2%	6	-13	15%
COc1ccccc1N(Cc1ccccc1)S(=O)(=O)c1cccc(C(=O)Nc2ccc(C(C)=O)cc2)c1	-2	1%	-12%	?	-1%	-1	-1%	6	-7	-30%
COc1ccc(C2CC(=O)C(C=NCCO)=C(O)C2)cc1OC (configuration not stated)	-1	3%	4%	-2%	0%	6	4%	0	-1	0%
Cc1cc(C)cc(NC(=O)CN(c2ccc(F)cc2)S(C)(=O)=O)c1	-7	-15%	7%	?	5%	-3	-12%	-1	13	-20%
O=C(CSc1nnc(-c2cccnc2)n1-c1ccc(SC(F)F)cc1)N1CCCc2ccccc21	1	.	-2%	6%	1%	.	-4%	5	0	0%
Cc1ccc(NC(=O)C(=O)NCC2CCCN2S(=O)(=O)c2cccs2)cc1C (configuration not stated)	.	.	-3%	.	.	-1	-3%	4	2	-12%
O=C(O)CNC(=O)/C(=C/c1ccco1)NC(=O)/C=C/c1ccccc1	-18	?	0%	-7%	0%	-3	15%	2	7	13%
CCOC(=O)c1ccc(NC(=S)N(CCN(C)C)Cc2cccs2)cc1	0	-1%	0%	5%	14%	22	-2%	12	-23	18%
Cc1ccccc1NC(=O)Cc1nc(COC(=O)CSc2ccccc2)cs1	.	7%	.	-1%	3%	-9	10%	8	18	21%
Cc1nc2c3c(sc2c(=O)[nH]1)NC(=O)CC3c1ccccc1Cl (configuration not stated)	8	3%	-1%	-7%	.	-22	21%	0	0	-9%
COCCCNC(=O)Cn1cc(/C=C(\C#N)C(=O)NC2CCCC2)c2ccccc21	0	20%	43%[activator]	5%	-8%	-4	-13%	0	25	2%
COc1ccccc1/C=C(\NC(=O)c1ccccc1)C(=O)NCc1ccco1	0	4%	-1%	-5%	-2%	1	2%	1	11	0%
COc1cc(OC)nc(Oc2cc(C=O)ccc2OC)n1	1	-11%	3%	5%	1%	-7	-5%	3	16	-9%
Cc1ccc([N+](=O)[O-])cc1NC(=O)CN(C1CCCCC1)S(=O)(=O)c1ccc(Cl)cc1	1	5%	-4%	2%	0%	-4	-2%	-3	-20	-12%
Cc1ccc(/C=N/NC(=O)c2cccc(S(=O)(=O)Nc3ccccc3Cl)c2)o1	-2	.	-1%	17%	-1%	-3	-7%	-2	-7	-1%
Cn1c(SCC(=O)NCc2ccco2)nc2ccccc2c1=O	-1	-6%	1%	-3%	1%	3	1%	-2	0	-5%
CCOC(=O)c1c(-c2ccccc2)oc2ccc(OCC(O)CNCCN(C)C)cc12 (configuration not stated)	-3	5%	5%	?	5%	7	40µM*	-4	-5	-27%
Cc1ccc(C)c(C(=O)C(C)OC(=O)c2cccn2C)c1 (configuration not stated)	-1	-4%	-4%	-4%	5%	0	1%	3	-28	-6%
Cc1cc(C(=O)N/N=C/c2cc(Br)c(Br)o2)n[nH]1	-7	?	0%	5%	-2%	-6	-4%	1	-1	?
O=C(Nc1ccccc1)C1C(c2ccccc2)C1(Cl)Cl (configuration not stated)	1	-21%	-13%	-8%	6%	-3	-2%	84*	-9	-6%
CC1CCN(C(=O)c2ccc(SCc3ccccc3F)c([N+](=O)[O-])c2)CC1	3	1%	-6%	0%	0%	-6	0%	29	-14	-10%
CCc1ccc(NC(=O)CSc2n[nH]c(C)c2[N+](=O)[O-])cc1	3	.	2%	0%	0%	-9	2%	8	3	4%
O=C(NCCc1cccc(Cl)c1)c1ccc2c(c1)OCO2	0	-2%	0%	8%	-1%	-12	2%	?	3	7%
O=C(O)C1C2C=CC3(CN(CC(O)COc4ccccc4)C(=O)C13)O2 (configuration not stated)	4	-2%	4%	1%	5%	2	1%	0	3	-6%
O=C(COc1ccc2c(c1)CCC2)N1CCN(c2ccccc2F)CC1	-2	.	0%	-3%	0%	-16	12%	22	2	7%
O=C(O)/C=C/C(=O)Nc1ccc2c(c1)NC(=O)CO2	-10	-6%	-1%	-6%	-1%	0	1%	-2	-22	6%
Cc1cc(Br)c(NC(=O)CCl)c(Br)c1	1	0%	5%	-10%	-1%	1	.	-4	-4	-54%[inhibitor]
CCCCN(C(=O)c1cc(S(=O)(=O)N2CCCCCC2)ccc1OC)c1c(N)n(CCC)c(=O)[nH]c1=O	.	.	2%	.	.	-3	7%	-4	4	11%
CC(=O)Cn1cnc2c(cnn2-c2ccc(C)c(C)c2)c1=O	-2	9%	-1%	-4%	4%	6	30%	?	-3	-35%
O=[N+]([O-])c1cccc(COc2ncnc3cc([N+](=O)[O-])ccc23)c1	-1	?	1%	3%	.	2	2%	1	-12	5%
O=c1cc(CSc2ccc(Cl)cc2)nc(-c2ccccn2)[nH]1	-10	0%	-1%	?	0%	7	6%	16	-3	-58%[inhibitor]
CCCCC(=O)OCC(=O)c1[nH]c(C)c(C(C)=O)c1C	2	0%	-3%	6%	1%	5	-1%	27	6	?
O=C(CCl)Nc1cccc(S(=O)(=O)NC2=NCCC2)c1	-1	-9%	5%	-3%	-2%	-2	8%	-4	0	-58%[inhibitor]

9 neighbouring compounds from above, quoted:
SMILES	FBPA coupling cs	MBNL1-CUG inh	S-ASM inh	MLL CXXC-DNA inh	GALK inhibitor	KCNH2 WT inh	A-T KAP1 phos	TRPV1 ag	KCNH2 3.1 inh	a7 integrin act
O=C(NCCc1cccc(Cl)c1)c1ccc2c(c1)OCO2	0	-2%	0%	8%	-1%	-12	2%	?	3	7%
O=C(O)C1C2C=CC3(CN(CC(O)COc4ccccc4)C(=O)C13)O2 (configuration not stated)	4	-2%	4%	1%	5%	2	1%	0	3	-6%
O=C(COc1ccc2c(c1)CCC2)N1CCN(c2ccccc2F)CC1	-2	.	0%	-3%	0%	-16	12%	22	2	7%
O=C(O)/C=C/C(=O)Nc1ccc2c(c1)NC(=O)CO2	-10	-6%	-1%	-6%	-1%	0	1%	-2	-22	6%
Cc1cc(Br)c(NC(=O)CCl)c(Br)c1	1	0%	5%	-10%	-1%	1	.	-4	-4	-54%[inhibitor]
CCCCN(C(=O)c1cc(S(=O)(=O)N2CCCCCC2)ccc1OC)c1c(N)n(CCC)c(=O)[nH]c1=O	.	.	2%	.	.	-3	7%	-4	4	11%
CC(=O)Cn1cnc2c(cnn2-c2ccc(C)c(C)c2)c1=O	-2	9%	-1%	-4%	4%	6	30%	?	-3	-35%
O=[N+]([O-])c1cccc(COc2ncnc3cc([N+](=O)[O-])ccc23)c1	-1	?	1%	3%	.	2	2%	1	-12	5%
O=c1cc(CSc2ccc(Cl)cc2)nc(-c2ccccn2)[nH]1	-10	0%	-1%	?	0%	7	6%	16	-3	-58%[inhibitor]

Not a hit list; 2% or so of the library scored in one or more.
